# SNCA expr inh = inhibitors of alpha-synuclein (SNCA) gene expression | HEK-293 SNCA-luciferase knock-in, luminescence, 24 h | Potency, µM (series often up to 57.2 µM), for inactives: at the top dose activity change, negative = inhibition, actives largely listed as inhibitors | 140,000 tested, 0.17% active | AID 1671194;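 note: potency is the fitted concentration of half-maximal effect; plate controls were DMSO cells for no effect and cell-free wells for full effect; nearly all actives have a fitted effect of over 45% in size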
# FLuc inh = inhibitors of firefly (Photinus pyralis) luciferase. P08659. purified P. pyralis luciferase, luminescence, biochemical. Potency, µM (series often up to 115 µM), for inactives: at the top dose activity change, negative = inhibition, usual class: inhibitors. 76,000 tested, 2.5% active. AID 1347043; note: potency is the fitted concentration of half-maximal effect; nearly all actives have a fitted effect of over 65% in size
#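 Inhibitors were tested against purified firefly luciferase in a biochemical, low-substrate format (both substrates at 10uM) and luminescence measured with a CCD imager.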
# GPT2 inh = blocks human glutamate pyruvate transaminase 2; Recombinant GPT2, coupled pyruvate oxidase/HRP Amplex Red fluorescence; Potency, µM (titrated, usually from 57.7 µM), for the others: at the top dose activity change, negative = inhibition, usual class: inhibitors; 100,000 tested, 0.25% active; note: potency is the fitted concentration of half-maximal effect; nearly all actives have a fitted effect of over 60% in size; many of its hits are not listed in these tables
# Target sequence (Q8TD30 whole entry, looked up): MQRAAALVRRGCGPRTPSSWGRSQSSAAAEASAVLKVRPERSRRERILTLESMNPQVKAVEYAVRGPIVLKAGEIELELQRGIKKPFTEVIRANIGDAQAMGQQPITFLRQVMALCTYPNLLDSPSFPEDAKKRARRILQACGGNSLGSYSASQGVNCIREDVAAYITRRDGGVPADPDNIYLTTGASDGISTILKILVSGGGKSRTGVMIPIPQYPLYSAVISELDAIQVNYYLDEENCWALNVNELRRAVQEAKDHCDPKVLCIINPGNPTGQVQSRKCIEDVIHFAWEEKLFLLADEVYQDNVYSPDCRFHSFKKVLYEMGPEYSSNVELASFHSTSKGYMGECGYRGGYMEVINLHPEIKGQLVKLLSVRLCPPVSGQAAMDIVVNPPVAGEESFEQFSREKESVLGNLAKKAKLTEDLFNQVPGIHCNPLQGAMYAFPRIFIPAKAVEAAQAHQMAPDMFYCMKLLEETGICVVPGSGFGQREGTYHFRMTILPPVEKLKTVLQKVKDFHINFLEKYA
#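 Fluorescence of coupled pyruvate oxidase/HRP/Amplex Red system (50uM Amplex, 30 min, dark) reports pyruvate formed by GPT2. Enzyme reaction: 10ng/uL GPT2, 2mM L-alanine, 250uM a-KG, 30 min room temperature, pH 7.5; 50uM AOA control.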
# NIH3T3 tox = cytotoxic compounds in NIH 3T3 cells; NIH 3T3 viability, CellTiter-Glo ATP luminescence, 48-72 h; Potency, µM (highest dose often 96.7 µM), for inactives: at the highest dose activity change, negative = cytotoxicity, hits mostly inhibitors; 94,000 tested, 4.3% active; note: potency is the fitted concentration of half-maximal effect; nearly all actives have a fitted effect of over 55% in size
#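 NIH 3T3 cells at 400 cells/well received 23 nL of compound by pintool and were incubated 48 or 72 h at 37 °C. Viability was read as ATP-coupled CellTiter-Glo luminescence.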
# IP6K1 inhibitor = blocks human inositol hexakisphosphate kinase 1. Q92551. IP6K1 kinase, ADP-Glo luminescence, 2 h; hits give low values. activity change, % (series mostly up to about 58 µM). 140,000 tested, 0.81% active; in the data active = activity change below about -25%
# Target sequence (Q92551 whole entry, looked up): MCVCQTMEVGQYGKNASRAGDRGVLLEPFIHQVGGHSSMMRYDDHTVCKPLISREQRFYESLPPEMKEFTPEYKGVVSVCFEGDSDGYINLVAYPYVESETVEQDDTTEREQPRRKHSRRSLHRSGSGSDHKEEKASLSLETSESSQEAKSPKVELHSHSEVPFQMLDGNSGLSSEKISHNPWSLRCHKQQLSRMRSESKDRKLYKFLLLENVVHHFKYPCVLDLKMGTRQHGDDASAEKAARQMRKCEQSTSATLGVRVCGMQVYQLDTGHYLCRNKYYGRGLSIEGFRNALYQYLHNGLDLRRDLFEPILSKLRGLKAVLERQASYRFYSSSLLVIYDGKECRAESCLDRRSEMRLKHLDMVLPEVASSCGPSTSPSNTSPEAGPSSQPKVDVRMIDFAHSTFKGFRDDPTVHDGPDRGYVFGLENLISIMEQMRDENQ
#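 ADP-Glo luminescence measures ADP made by human IP6K1 during a 2 h RT reaction with ATP/IP6 (mix at 1.3 mM/130 uM); top library doses 57.5 and 19.1 uM final.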
# SNCA viab count = cell viability loss counter-screen. HEK-293-SNCA-luc viability, GF-AFC fluorescence, 24 h. Potency, µM (doses to about 57.1 µM), inactives show at the highest dose activity change, negative = cytotoxicity, actives largely listed as cytotoxic. 150,000 tested, 0.12% active. AID 1671193;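 note: potency is the fitted concentration of half-maximal effect; 0% = DMSO-treated cells and -100% = medium-only wells without cells; nearly all actives have a fitted effect of over 30% in size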
#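 HEK-293-SNCA-luc cells (1500/well) plated 24 h, then exposed 24 h to a dilution series; GF-AFC added 30 min at 37C, fluorescence 405/540 nm; normalised to medium-only and DMSO wells, Hill fit.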
# HEK293 tox = cytotoxic compounds in HEK 293 cells | 94,000 tested, 6.6% active | Potency, µM (series often up to 115 µM), without a hit: at the highest dose activity change, negative = cytotoxicity, usual class: inhibitors | HEK 293 viability, ATP luminescence (CellTiter-Glo), 48-72 h; note: potency is the fitted concentration of half-maximal effect; nearly all actives have a fitted effect of over 60% in size
#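 Pintool-delivered compounds were incubated with HEK 293 cells (250 cells/well) at 37 degree Celsius for 48 or 72 hr. ATP-dependent luminescence (CellTiter-Glo) then reported remaining viable cells.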
# Numbers without * were called inactive; i = inactive; ? = inconclusive; · = not tested or not shown; [ ] = dose if it differs, or a comment. Unless noted, calls come from the whole dose curve; as a rule, active = well fitted curve in the direction sought with a large enough effect; inconclusive = small, poorly fitted or top-dose-only effect, or another doubt; inactive = no such curve, though single readings can be large; an effect the other way counts as inactive or inconclusive. Unless noted, % is set by controls: 0 for no effect and ±100 for the full control effect.
SMILES,SNCA expr inh,FLuc inh,GPT2 inh,NIH3T3 tox,IP6K1 inhibitor,SNCA viab count,HEK293 tox
Cn1nc2n(c1=O)CCN(C(=O)CCCc1c[nH]c3ccccc13)CC2,?,1%,3%,-16%,7,-3%,-10%
COc1ccccc1C1=NS(=O)(=O)N(C)C(C(=O)Nc2cc(OC)c(OC)c(OC)c2)=C1,36%[activator],·,·,·,-10,-5%,·
Cc1cc(C)cc(NC(=O)N2CCC(CN3CCc4ccccc4C3)CC2)c1,?,·,·,·,24,-4%,·
CCC(=O)N1CCC(Cc2noc(C3CCOCC3)n2)C1 (configuration not stated),31%[activator],0%,-1%,-17%,-8,12%,-22%
CCc1ccc(OC(=O)c2sc3ncn(Cc4cccc(F)c4)c(=O)c3c2C)cc1,17%,·,·,·,-15,18%,·
CNC(=O)c1cc(C)nc2onc(C3CCN(C(=O)c4ccc(OC)cc4)CC3)c12,·,·,·,-9%,-11,·,4%
COc1ccc(C)cc1Nc1nc(-c2cccc(Cl)c2)c2c(n1)-c1ccccc1OC2,21%,·,·,·,-14,1%,·
O=C(c1ncn[nH]1)N1CCN(c2cc(C3CC(O)C3)ncn2)CC1 (configuration not stated),-18%,-2%,-8%,-22%,1,-18%,i
COC(=O)c1ccccc1NC(=O)CN(c1ccc(Cl)cc1)S(=O)(=O)c1ccc(OC)cc1,-5%,·,·,·,10,10%,·
COc1cccc(CNC(=O)CN2C(=O)NC(c3ccc(C)cc3)C3=C2COC3=O)c1OC (configuration not stated),?,7%,i,-22%,1,-5%,?
Cc1ccc2nc(CO[C@H]3CN(C(=O)c4ccccc4)C[C@H]3F)[nH]c2c1,123%[activator][87.6 µM],-27%[172 µM],i,-22%[138 µM],3,8%[87.6 µM],?
CC1(C)CC[C@]2(C(=O)O[C@@H]3O[C@H](CO)[C@@H](O)[C@H](O)[C@H]3O)CC[C@]3(C)C(=CCC4[C@@]5(C)C[C@@H](O)[C@H](O)[C@@](C)(CO)C5CC[C@]43C)C2[C@@H]1O (some centres not stated),·,·,i,·,18,-12%[23.9 µM],·
O=C(c1cccc(F)c1)N1CCN2C(=O)N(C3CCCCC3)C(=O)[C@@H]2C1,3%[87.6 µM],-4%[172 µM],3%[88.5 µM],?,3,1%[87.6 µM],-13%[172 µM]
CCOc1ccccc1NC(=O)Cn1c(=O)n(CCCC(=O)NCCOC)c(=O)c2cc(OC)c(OC)cc21,33%[activator],·,·,·,-8,6%,·
COc1ccc(-c2cc(N3CCC(NC(=O)c4ccc(F)cc4Cl)CC3)n[nH]2)cc1,-23%,-13%,-8%,?,5,-4%,?
CCOC(=O)C(CC)Sc1ncnc2sc3c(c12)CCCC3 (configuration not stated),-17%,·,·,·,17,8%,·
Cc1ccc(CNC(=O)CCCCn2c(=O)c3ccccc3n(Cc3c(C)cc(C)cc3C)c2=O)cc1,24%,·,·,·,-4,14%,·
Cc1ccc(C(=O)N2CCC3(CC2)COc2ccccc2C(=O)N3)cc1,25%,-8%,i,-12%,6,-28%,-24%
COc1ccccc1N(CC(=O)Nc1ccc2c(c1)OCO2)S(=O)(=O)c1ccc(C)cc1,0%,·,·,·,1,10%,·
OC1(Cn2ccnc2)CCN(Cc2ccccc2Cn2cccn2)CC1,-1%,13%,3%,-3%,-2,-4%,?
Cc1cc(C)c(CNC(=O)c2cc(-c3ccccc3O)cc3c2OCCN3C)c(=O)[nH]1,-30%[87.6 µM],1%[172 µM],i,?,-17,-17%[87.6 µM],?
CCOC(=O)c1ccccc1NC(=O)CN(c1cc(C(F)(F)F)ccc1Cl)S(C)(=O)=O,24%,·,·,·,8,-9%,·
Cc1nnc2ccc(N3CCCN([S+](=O)([O-])c4cccs4)CC3)nn12,·,·,·,?,-10,·,?
CC(C)c1cccc(NC(=O)CN2C(=O)NC3(CCS(=O)(=O)CC3)C2=O)c1,1%,3%,i,-5%,-9,6%,-1%
COc1cccc(-c2cc(C(=O)N3CCC(Cn4cccn4)CC3)[nH]n2)c1,7%,32µM*,2%,?,18,1%,-1%

# Molecules above containing an aryl methoxy group (9):
SMILES,SNCA expr inh,FLuc inh,GPT2 inh,NIH3T3 tox,IP6K1 inhibitor,SNCA viab count,HEK293 tox
COc1ccccc1C1=NS(=O)(=O)N(C)C(C(=O)Nc2cc(OC)c(OC)c(OC)c2)=C1,36%[activator],·,·,·,-10,-5%,·
CNC(=O)c1cc(C)nc2onc(C3CCN(C(=O)c4ccc(OC)cc4)CC3)c12,·,·,·,-9%,-11,·,4%
COc1ccc(C)cc1Nc1nc(-c2cccc(Cl)c2)c2c(n1)-c1ccccc1OC2,21%,·,·,·,-14,1%,·
COC(=O)c1ccccc1NC(=O)CN(c1ccc(Cl)cc1)S(=O)(=O)c1ccc(OC)cc1,-5%,·,·,·,10,10%,·
COc1cccc(CNC(=O)CN2C(=O)NC(c3ccc(C)cc3)C3=C2COC3=O)c1OC (configuration not stated),?,7%,i,-22%,1,-5%,?
CCOc1ccccc1NC(=O)Cn1c(=O)n(CCCC(=O)NCCOC)c(=O)c2cc(OC)c(OC)cc21,33%[activator],·,·,·,-8,6%,·
COc1ccc(-c2cc(N3CCC(NC(=O)c4ccc(F)cc4Cl)CC3)n[nH]2)cc1,-23%,-13%,-8%,?,5,-4%,?
COc1ccccc1N(CC(=O)Nc1ccc2c(c1)OCO2)S(=O)(=O)c1ccc(C)cc1,0%,·,·,·,1,10%,·
COc1cccc(-c2cc(C(=O)N3CCC(Cn4cccn4)CC3)[nH]n2)c1,7%,32µM*,2%,?,18,1%,-1%

# (continued)
SMILES,SNCA expr inh,FLuc inh,GPT2 inh,NIH3T3 tox,IP6K1 inhibitor,SNCA viab count,HEK293 tox
COc1ccc(NC(=O)CCn2c(=O)c3cccn3c3ccccc32)c(OC)c1,25%,·,·,·,-4,?,·
CNC(=O)CC1=C2CCCCC2N(C)C1=O (configuration not stated),6%,-1%,1%,0%,7,9%,i
CC(C)(C)c1cc(C(=O)NCc2cccnc2)nn2cccc12,-26%,·,-9%,?,-7,-9%,?
COc1ccccc1CCC(=O)N1C[C@@H](C)[C@](O)(C2CC2)C1,-9%,7%,i,-3%,-2,-11%,1%
Cc1cc(C)n(Cc2c(C(=O)NCC3Cn4cccc4C(=O)N3C)noc2C)n1 (configuration not stated),-15%,-8%,i,-11%,3,13%,-11%
COCCN1Cc2ccc(NCC(C)C)nc2C(C)(C(=O)Nc2ccncc2)C1 (configuration not stated),-13%[87.6 µM],-5%[172 µM],-4%[88.5 µM],?,-5,0%[87.6 µM],?
COc1ccc(-c2noc(N3CCC(C(=O)Nc4cccc(C)c4C)CC3)n2)cc1,2%,·,·,·,-7,-19%,·
N#Cc1cccc(-c2c(C(=O)NCCc3ccc(Cl)cc3)nc3sccn23)c1,38%[activator],·,-6%,-25%,6,9%,-26%
C=CC(C)(O)C(O)CC1C(C)(O)C(O)C(O)C2C(C)(C)CCCC21C (configuration not stated),·,·,i,·,9,-15%,·
CCCCCCCCCCCCOS(=O)(=O)O,-30%[25.6 µM],·,i,·,-18,-25%[23.9 µM],·
O=C(COc1cccc(-c2nnc3n2CCCC3)c1)NCc1ccc(F)cc1,9%,-2%,i,-3%,19,7%,-2%
C=CC(=O)Nc1cc(Nc2nccc(-c3c[nH]c4ccccc34)n2)c(OC)cc1N(C)CCN(C)C,·,·,0%,·,106,?,·
CC(C)C[C@@H]1N[C@H](C(=O)NCCN(C)C)Cc2c[nH]c3cccc1c23,?,-1%[172 µM],i,56µM*,-14,-3%[87.6 µM],100µM*
O=C(O)c1ccccc1Nc1cccc(C(F)(F)F)c1,-11%[25.6 µM],·,-6%,·,-31*,13%[23.9 µM],·
Oc1c(C(c2ccccc2)N2CCN(Cc3ccccc3)CC2)sc2nc(-c3ccco3)nn12 (configuration not stated),-3%,·,·,·,5,7%,·
O=C(COc1ccc(Cl)cc1)N1CCN(c2cc(-c3cccs3)[nH]n2)CC1,-17%,-19%,i,22µM*,32,4%,?
CCOC(=O)[C@@H]1CN(C(=O)CC(C)C)[C@H]2c3cccc(C)c3O[C@@H]12,·,·,·,?,4,·,-4%
COC1CCC12CCN(C(=O)COc1ccccc1)CC2 (configuration not stated),32%[activator],-7%,-11%,i,-14,10%,i
COCC(=O)N[C@H]1C[C@H]2C(=O)Nc3ccc(-c4cccs4)cc3C(=O)N2C1,23%[87.6 µM],-1%[172 µM],2%[88.5 µM],-17%[174 µM],6,1%[87.6 µM],?
COCCCNC(=O)CCn1c(=O)c2ccccc2n(CC(=O)Nc2c(C)cc(C)cc2C)c1=O,-5%,·,·,·,6,3%,·
O=C(NC1CCN(c2ccc(F)cc2)C1=O)c1ccccc1Cl (configuration not stated),22%,-10%,-16%,i,7,14%,1%
CCC(CC)C(=O)NCCc1noc(C)n1,1%,-2%,-6%,i,19,8%,-3%
O=C(Cc1ccccn1)NCCNC(=O)c1ccc(-c2cccc(C(F)(F)F)c2)cc1,·,·,·,?,15,·,?
Cc1ccc(-c2cn3c(n2)N(C(=O)C2CCCO2)CCC3)cc1 (configuration not stated),54%[activator],0%,i,-18%,-5,-2%,?
Cn1cccc1C(=O)NC[C@H]1O[C@@H](CO)[C@@H](O)[C@H]1N1CCOCC1,-27%[87.6 µM],5%[172 µM],1%[88.5 µM],i,7,2%[87.6 µM],-7%[172 µM]
SMILES,SNCA expr inh,FLuc inh,GPT2 inh,NIH3T3 tox,IP6K1 inhibitor,SNCA viab count,HEK293 tox
Cc1cccc(-n2nnc(-c3nc(-c4cccs4)no3)c2N)c1,197%[activator],·,·,·,3,-14%,·
COCCn1nc2n(c1=O)CCN(C(=O)c1ccc(OC)cc1OC)CC2,13%,-1%,i,5%,-4,-3%,-1%
Cc1ccc(NC(=O)C2CCN(S(=O)(=O)c3cc(-c4noc(C)n4)ccc3C)CC2)c(C)c1,-7%,·,·,·,-19,-8%,·
COCCNC(=O)[C@H]1C[C@H](Oc2cccnc2)CN1C(=O)NC1CCCC1,10%,-8%,i,3%,7,8%,i
Cc1nn(-c2ccccc2)c2c1C(C)N(C1CN(C(=O)Cc3ccc(F)cc3)C1)C2=O (configuration not stated),·,·,·,?,10,·,?
O=C(N[C@@H]1CN(c2ccncn2)C[C@H]1CO)c1cccc(Cl)c1,20%,4%,2%,-14%,0,7%,3%
C=CCC1(CO)CCCN(Cc2nc(C)cc(-c3ccccc3)n2)C1 (configuration not stated),36%[activator],10%,i,-18%,6,-5%,?
Cc1ccc2cc3cc(C(=O)N(C)c4ccccc4C)oc3nc2c1,-22%,·,·,·,-9,-3%,·
COCCNc1ncnc2c1CN(c1ccc(Cl)cc1)C(=O)CN2C,-9%,2%,i,-29%,-1,13%,-18%

# Some of the compounds tested. The share of hits here may be higher or lower than overall.
